Source: PubChem (Broad Institute)
FN deposit inh = fibronectin deposition inhibition; AH1F fibroblasts, Alexa488-fibronectin deposition fluorescence, overnight; inhibition, % at 12.6 µM; 350,000 compounds, 0.086% hits;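 active = mean inhibition across replicates of 30% or more, regardless of how many single replicates reach that level; inconclusive = mean under 30% yet at least half of replicates reach 30%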;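 note: positive control wells lacked labelled fibronectin entirely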
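Material: AH1F fibroblast monolayer depositing Alexa488-labelled fibronectin into matrix / Amount: 10000 AH1F cells per well / Signal: fluorescence 485/525 nm / Medium: DMEM, 2% serum / Compound: single dose, pinned / Incubation: 1 h cell adhesion before compound, then overnight fibronectin incubation / Reagent: Alexa488-FN, 24 nM final / Read-out: inhibition of fibronectin deposition signal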
SIRT5 block = sirtuin-5 (human) deacylase inhibition; Purified SirT5, succinyl-peptide AMC, trypsin-coupled fluorescence; inhibition, % at 15 µM; 330,000 compounds, 1.1% hits; in the data active = inhibition above about 15%; inconclusive = no clear call, values can overlap the other calls
Target sequence (Q9NXA8 whole entry, looked up): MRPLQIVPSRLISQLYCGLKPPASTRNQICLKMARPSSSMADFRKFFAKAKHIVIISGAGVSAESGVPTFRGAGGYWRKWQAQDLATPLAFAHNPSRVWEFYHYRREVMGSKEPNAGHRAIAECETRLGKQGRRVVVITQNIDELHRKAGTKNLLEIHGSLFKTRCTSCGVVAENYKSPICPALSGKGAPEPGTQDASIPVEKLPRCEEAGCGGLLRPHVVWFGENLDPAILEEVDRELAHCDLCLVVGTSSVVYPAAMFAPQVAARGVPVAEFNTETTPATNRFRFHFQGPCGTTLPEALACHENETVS
Statin myotox sup = protects C2C12 myotubes from simvastatin toxicity | AID 602340 | rescue of ATP level, % at 7.49 µM | ATP luminescence, 48 h; scaled: DMSO 0, geranylgeraniol control 100 | 330,000 compounds, 0.78% hits;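 active = mean ATP rescue above about 67%, or every replicate alone reaching that limit, limit read from the data, passing the limit was not always enough; inconclusive = no clear call, values can overlap the other calls; inactive = mean under the limit and some replicate under it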;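 note: myotubes were challenged with 10 µM simvastatin during compound exposure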
S100A4 MyoIIA = blocks human S100A4 binding to myosin IIA peptide; P26447; inhibition, % at 10.7 µM; AID 652163; 360,000 compounds, 0.14% hits; S100A4/TAMRA-MyoIIA peptide fluorescence polarization;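 active = mean inhibition of at least 70% across replicates, with every replicate also reaching that level; inconclusive = mean inhibition reaches 70% but some replicates fall short; inactive = mean inhibition below 70%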
Target sequence (P26447 whole entry, looked up): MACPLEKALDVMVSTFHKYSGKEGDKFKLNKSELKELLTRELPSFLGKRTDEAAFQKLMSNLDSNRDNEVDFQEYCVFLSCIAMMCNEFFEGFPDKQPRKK
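Test system: S100A4 monomer protein; Medium: HEPES pH 7.2 with CaCl2, KCl, NaCl, DTT, Triton; Probe or stimulus: TAMRA-labelled myosin IIA heavy-chain peptide probe, 5 nM; Doses: one dose per compound; Times: polarization read 5 min after assay mix addition, stable 5–60 min; Benchmarks: neutral control DMSO, positive control TFP.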
Casp6 inh = caspase-6 (human) enzyme inhibition | P55212 | purified caspase-6, Z-VEID-R110 cleavage fluorescence | inhibition, % at 12.5 µM | 350,000 compounds, 0.53% hits;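 active = mean inhibition across replicates at least about 35%, with every replicate also reaching that limit, limit read from the data; inconclusive = only one of the two criteria met; inactive = neither criterion met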;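 note: 0% = median of neutral control wells and 100% = no fluorescence left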
Target sequence (P55212 24-179 limits assumed): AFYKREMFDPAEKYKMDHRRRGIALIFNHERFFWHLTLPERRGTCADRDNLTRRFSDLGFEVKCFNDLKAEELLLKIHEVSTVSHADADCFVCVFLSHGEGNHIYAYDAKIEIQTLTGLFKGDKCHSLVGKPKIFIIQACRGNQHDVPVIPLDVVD
Target sequence (P55212 194-293 limits assumed): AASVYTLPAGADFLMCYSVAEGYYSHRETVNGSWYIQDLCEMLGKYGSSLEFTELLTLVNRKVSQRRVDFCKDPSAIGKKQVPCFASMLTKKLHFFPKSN
esBAF inh = blocks esBAF chromatin remodeling in mouse ES cells; Bmi1-luciferase knock-in reporter, 24 h; 100% = twice the neutral-well signal; 350,000 compounds, 2% hits; reporter increase, % at 12.5 µM; in the data active = activation above about 40%; inconclusive = no clear call, values can overlap the other calls;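 note: 0% = median of the plate's neutral control wells and 100% = double that signal; a rise in the Bmi1 reporter signal indicates esBAF inhibition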
LGR2 antag = Drosophila LGR2 receptor signaling inhibition; HEK293 LGR2, CRE-luciferase, bursicon-stimulated, 4 h; inhibition, % at 9.99 µM; 380,000 compounds, 0.35% hits;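 active = drop in luminescence signal, shown as inhibition above about 50% in the replicate tests, limit read from the data, passing the limit was not always enough; inconclusive = probably only some replicates passing the limit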;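 note: agonist challenge used bursicon conditioned medium at about half maximal strength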
Starred values were filed as active, the others as inactive; ? = inconclusive; . = not tested or not shown. Only part of the results is shown; rates above refer to the full screens.

SMILES	FN deposit inh	SIRT5 block	Statin myotox sup	S100A4 MyoIIA	Casp6 inh	esBAF inh	LGR2 antag
Cc1ccc(S(=O)(=O)N(C)C[C@@H]2OCCCC[C@H](C)Oc3ccc(NC(=O)NC4CCCCC4)cc3C(=O)N([C@H](C)CO)C[C@@H]2C)cc1	-3	3	.	-7	1	2	17
CCCC(=O)Nc1ccc2c(c1)C(=O)N(C)C[C@@H](OC)[C@@H](C)CN(C(=O)c1ccccc1F)[C@H](C)CO2	-8	-6	0	-5	-3	2	7
c1ccc(COCCN2CCN(CCOCc3ccccc3)CC2)cc1	.	-2	-4	-4	-3	5	-2
Cc1cc(C(=O)Nc2cccc3c2O[C@@H](CN(C)S(=O)(=O)c2cccs2)[C@H](C)CN([C@@H](C)CO)C3=O)n(C)n1	-6	0	3	4	5	-1	-23
COc1cccc(C(C)(O)c2nc(-c3ccc4ccccc4c3)cs2)c1 (configuration not stated)	16	.	0	4	-1	16	-11
O=C(Nc1ccccc1F)c1cc(Cl)sc1Cl	-1	-2	-3	-2	0	24	-25
COc1ccccc1C(=O)Nc1nnc(S(=O)(=O)N2CCN(c3ccc(F)cc3)CC2)s1	6	-2	8	-2	-2	8	-14
O=C(Cc1ccc(Cl)c(Cl)c1)Nc1ccc(S(=O)(=O)Nc2ncccn2)cc1	4	5	-2	-2	5	-2	5
CCOC(=O)/C(=C\c1cn(C)c2ccccc12)[N+](=O)[O-]	-8	.	.	-4	5	.	-6
O=C(Nc1ccccc1)NC(Cc1ccc(O)cc1)C(=O)O (configuration not stated)	6	-3	.	17	-1	.	-10
CCC(=O)NC(c1cc(Cl)c2cccnc2c1O)C(C)C (configuration not stated)	5	.	-16	-3	.	-42	29
C[C@@H]1CN([C@H](C)CO)S(=O)(=O)c2ccc(-c3ccccc3)cc2O[C@H]1CN(C)Cc1ccccc1C(=O)O	-4	1	-19	9	1	-3	-5
Cc1ccc(C)c(OCCC(=O)OCC(=O)NCCc2ccc(S(N)(=O)=O)cc2)c1	-2	-3	.	12	2	.	-21
O=C(NCc1ccc2c(c1)OCO2)c1nc(Cn2cc(Br)cn2)no1	-1	3	0	2	-2	-5	-10
CNc1cc(C)c(C#N)c2nc3ccccc3n12	6	-29	-25	3	0	-5	-6

Part of the list above in another layout.
SMILES,FN deposit inh,SIRT5 block,Statin myotox sup,S100A4 MyoIIA,Casp6 inh,esBAF inh,LGR2 antag
Cc1ccc(S(=O)(=O)N(C)C[C@@H]2OCCCC[C@H](C)Oc3ccc(NC(=O)NC4CCCCC4)cc3C(=O)N([C@H](C)CO)C[C@@H]2C)cc1,-3,3,.,-7,1,2,17
COc1cccc(C(C)(O)c2nc(-c3ccc4ccccc4c3)cs2)c1 (configuration not stated),16,.,0,4,-1,16,-11
COc1ccccc1C(=O)Nc1nnc(S(=O)(=O)N2CCN(c3ccc(F)cc3)CC2)s1,6,-2,8,-2,-2,8,-14
O=C(Cc1ccc(Cl)c(Cl)c1)Nc1ccc(S(=O)(=O)Nc2ncccn2)cc1,4,5,-2,-2,5,-2,5
Cc1ccc(C)c(OCCC(=O)OCC(=O)NCCc2ccc(S(N)(=O)=O)cc2)c1,-2,-3,.,12,2,.,-21

Further structures follow:
SMILES	FN deposit inh	SIRT5 block	Statin myotox sup	S100A4 MyoIIA	Casp6 inh	esBAF inh	LGR2 antag
CN(C)C(=O)C[C@H]1CC[C@H]2[C@@H](COc3ccc(NC(=O)NCc4ccccc4)cc3C(=O)N2C)O1	6	2	16	-6	1	-5	-8
CCC(C)(C)c1nnc(NC(=O)c2ccc([N+](=O)[O-])cc2)s1	0	.	-29	.	.	48*	.
CCCN(Cc1nnc(-c2cccs2)o1)C(=O)CN1C(=O)NC2(CCC(C)CC2)C1=O (configuration not stated)	-1	-1	7	0	0	-9	-9
CCN(C(=O)c1cccc(Br)c1)c1ccccc1	-8	2	14	-9	-3	5	7
O=S(=O)(c1cccc(C(F)(F)F)c1)N1CCC(c2nc3ccccc3[nH]2)CC1	2	-1	18	-6	-4	5	9
Cc1cc(CNC(=O)c2cc(-c3ccccc3)nc3ccccc23)nn1C	.	-2	.	-22	1	.	-26
O=C(Nc1ccccc1OCc1ccccc1)c1ccccc1Br	-9	-1	-27	5	3	6	-5
O=C(NNC(=O)C1CCC1)c1ccc(Br)cc1	-2	-1	0	-22	0	2	4
Cc1cc(NC(=O)Nc2ccc(C)c(C)c2)no1	8	1	.	-11	2	.	-30
CCCC(=O)c1cc2ccccc2oc1=O	11	.	-10	.	.	1	.
Cn1cccc1C(=O)NNC(=O)COc1ccccc1Cl	-1	1	3	-2	-2	30	0
C[C@@H]1CN([C@H](C)CO)C(=O)Cc2cc(NC(=O)Nc3cccc4ccccc34)ccc2O[C@@H]1CN(C)C(=O)NC1CCCCC1	.	9	-22	17	5	2	.
CCOC(=O)C(C)Sc1nc(-c2ccccc2)nc2ccc(F)cc12 (configuration not stated)	-11	.	-3	.	.	-10	.
CNC[C@H]1Oc2ccc(NC(=O)Nc3ccccc3)cc2C(=O)N([C@H](C)CO)C[C@H]1C	0	2	1	-2	-1	1	20
CC(C)c1onc(C(=O)NCc2cccs2)c1[N+](=O)[O-]	5	0	.	6	4	.	-2
CCOC(=O)c1cc(C(=O)OCC)c(=O)[nH]c1SCc1ccccc1	-1	-2	-1	-1	2	-3	-1
CC1=NC(=O)C(N=Nc2cccc(C(=O)O)c2)N1c1ccccc1 (configuration not stated)	.	3	.	7	9	.	.
C/C=C/c1cccc(-c2nc(C(=O)NCc3ccncc3)cc3c2[C@@H](CCO)N([S@](=O)C(C)(C)C)C3)c1	8	3	.	12	-1	.	28
COc1ccccc1NC(=S)NNC(=O)c1ccc(O)cc1	4	.	5	.	.	32	.
CCOc1ccc(NC(=O)c2sc3nc(N4CCOCC4)c4c(c3c2N)CCCC4)cc1	-21	0	.	1	-2	.	13
O=C(c1cc2nc(-c3ccccc3)cc(C(F)(F)F)n2n1)N1CCCC1	1	21*	.	-7	2	.	4
CN1CCN(NC(=O)c2cc([N+](=O)[O-])cc([N+](=O)[O-])c2)CC1	-2	.	18	.	.	4	19
COC(=O)c1c(C)oc2c1cc(NS(=O)(=O)c1cccs1)c1ccccc12	-9	.	14	.	.	-13	.
C[C@H]1CN([C@@H](C)CO)C(=O)Cc2cc(NS(=O)(=O)c3ccccc3)ccc2O[C@@H]1CN(C)S(=O)(=O)c1ccc(F)cc1	.	.	-2	.	.	-1	-12
CC1CCCC(C)N1C(=O)COC(=O)/C=C/c1ccco1 (configuration not stated)	.	-2	-2	-5	16	19	1
CC(=O)N1CCCN(Cc2cn(-c3cc(C)ccc3C)nc2-c2ccccc2)CC1	.	1	-6	0	-7	-4	9
COC(=O)CCC(=O)N1CCCC(CO)(Cc2ccccc2)C1 (configuration not stated)	-10	0	-3	-5	4	88*	-136
CCC(=O)N1CCCCN2[C@H](C1)[C@@H](c1ccc(-c3cccnc3)cc1)[C@@H]2CO	.	8	-38	-2	-2	0	9
Cc1ccc(NS(=O)(=O)c2ccc(-c3ccc(=O)[nH]n3)o2)cc1Cl	3	0	137*	4	.	3	2
CO[C@H]1CN(C)C(=O)c2ccc(NC(=O)NC(C)C)cc2OC[C@@H](C)N(S(C)(=O)=O)C[C@@H]1C	0	-9	.	-9	.	.	4
Cc1ccc(S(=O)(=O)c2ccc(C)cc2)cc1	.	-1	1	17	2	-7	4
COc1ccc(NC(=O)CSC2=NN3CCCC(=O)N=C3S2)c(OC)c1	-5	-6	5	1	2	-6	-10
CN(Cc1ccccc1)C(=O)COC(=O)c1ccccc1Nc1ccccc1	4	-3	-10	1	3	2	-24
CC1Sc2ccc(S(=O)(=O)N3CCN(c4cccc(Cl)c4)CC3)cc2NC1=O (configuration not stated)	13	-4	37	-3	-10	-4	-16
NS(=O)(=O)c1cccc(NC(=O)c2cccc(S(=O)(=O)N3CCCCCC3)c2)c1	-6	4	7	-2	2	-2	22
Cn1cccc1Cc1nnc(SCC(=O)Nc2nc3ccccc3s2)n1CCc1ccccc1	.	1	.	6	3	4	.
COc1ccc(S(=O)(=O)N2CCOCC2)cc1NC(=O)CN1C(=O)NC2(CCCC2)C1=O	3	1	0	-3	-1	0	4
CCN(CC(=O)Nc1c(F)cccc1F)C(=O)CSc1ccccc1	-8	0	9	-7	4	1	-9
COc1ccc(NC(=O)N(C)C[C@H]2Oc3ccc(NS(=O)(=O)c4cccs4)cc3C(=O)N([C@@H](C)CO)C[C@H]2C)cc1	.	5	-38	1	5	-2	28
Cn1c(=O)c2c(nc(SCC(=O)N3CCOCC3)n2C)n(C)c1=O	3	0	-2	-1	-2	0	10
CC(C)CC#Cc1cnc2c(c1)C(=O)N([C@H](C)CO)C[C@@H](C)[C@H](CN(C)C(=O)c1ccccc1)O2	.	-3	40	2	6	2	-15
O=C(C[C@@H]1C=C[C@H](NS(=O)(=O)c2ccc(F)cc2)[C@H](CO)O1)NC1CCC1	-1	-1	-3	1	0	-1	48
CCOc1cc(N2CCOCC2)c(OCC)cc1NC(=O)CN1C(=O)NC(CC)(c2ccc(F)cc2)C1=O (configuration not stated)	5	2	7	5	2	-4	27
C[C@@H]1CN([C@@H](C)CO)C(=O)c2cc(NS(=O)(=O)c3ccc(F)cc3)ccc2O[C@@H](C)CCCCO[C@H]1CN(C)CC1CCCCC1	.	9	-101	3	2	1	-11
O=C(C[C@@H]1C[C@H]2c3cc(NC(=O)C4CCC4)ccc3O[C@H]2[C@H](CO)O1)NCc1ccc2c(c1)OCO2	-9	5	4	-23	-1	-5	5
Cc1ccc(OC(=O)c2ccc(S(=O)(=O)N(C)C)cc2)c(-n2nc3ccccc3n2)c1	-17	.	?	.	.	24	.
O=C(NNC(=O)c1ccc[nH]1)Nc1cc(Cl)cc(Cl)c1	2	1	3	-3	2	-5	-3
CC1(C)C(C=C(Cl)Cl)C1C(=O)OCc1cccc(Oc2ccccc2)c1 (configuration not stated)	8	-6	2	0	-5	-3	15
O=[N+]([O-])c1cc(S(=O)(=O)Nc2ccccc2)ccc1N1CCN(c2ccc(O)cc2)CC1	-1	-4	.	2	3	.	5
CN(C)C(=O)C[C@@H]1CC[C@H](NC(=O)C2CCC2)[C@@H](CO)O1	.	2	2	-2	1	-6	10
Cc1ccc(-c2cc(C(=O)N3CCN(C(=O)c4ccco4)CC3)[nH]n2)cc1C	1	-4	0	-8	0	8	-7
COc1cc(CN2CCCC(C(=O)c3ccc(C(C)(C)C)cc3)C2)cc(OC)c1O (configuration not stated)	2	-2	-2	-7	-6	6	-24
Cc1ccccc1NC(=S)NC(NC(=O)c1ccccc1C)C(Cl)(Cl)Cl (configuration not stated)	2	.	-1	.	.	4	.
C[C@H]1CN([C@@H](C)CO)C(=O)c2cccc(NC(=O)c3nc4ccccc4s3)c2O[C@H]1CN(C)Cc1ccc2c(c1)OCO2	20	6	.	8	1	.	-22
O=C(C[C@@H]1C=C[C@H](NC(=O)Cc2ccccn2)[C@H](CO)O1)NCCCN1CCOCC1	-11	7	21	27	0	-4	-1
CC(=O)N1CCN(C(C)=O)C1c1ccccc1	-13	.	-1	.	.	-11	.
CC1(c2ccccc2Cl)NC(=O)N(CC(=O)N2CCc3ccccc32)C1=O (configuration not stated)	1	.	-6	-3	-3	-4	?
CNC[C@@H]1Oc2c(NC(=O)c3cnccn3)cccc2C(=O)N([C@H](C)CO)C[C@H]1C	12	-6	2	7	0	-1	9
Cc1noc(C)c1CSc1nnc2ccc3ccccc3n12	.	3	-10	-7	3	-9	10
C[C@@H]1CN([C@H](C)CO)C(=O)c2cc(NC(=O)c3ccncc3)ccc2O[C@@H]1CN(C)CC1CCCCC1	0	10	42	16	-2	0	13
O=C1NC(NS(=O)(=O)c2ccc(Cl)cc2)(C(F)(F)F)C(=O)N1c1ccccc1 (configuration not stated)	12	5	.	6	1	.	5
